Screening results (PubChem BioAssay)
TDP-43 yeast inh: qHTS of TDP-43 Inhibitors; TDP-43 expressing yeast growth rescue, BacTiter-Glo, 24 h; Potency, µM (highest dose often 46.1 µM), for inactives: at the highest dose growth rescue (activation), actives largely listed as activators; hit rate 1.8% among 410,000; note: potency is the fitted concentration of half-maximal effect; % of control where 0% means no effect; nearly all actives have a fitted effect of over 50% in size
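Readout is BacTiter-Glo luminescence of cell growth, so inhibitors register as activators. TDP-43-expressing yeast at OD600=0.02 in galactose medium, after raffinose pregrowth to mid-log, were incubated with compound for 24 hr at 30 deg C.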
PTHR1 agonist: qHTS for PTHR1 Agonists: Primary Screen | Parathyroid hormone/parathyroid hormone-related peptide receptor (Homo sapiens), Q03431 | HEK293 GP2 PTHR1 cells, GloSensor cAMP luminescence, 1 h | Potency, µM (top dose mostly 115 µM), for inactives: top-dose activation, hits mostly activators | hit rate 0.075% among 410,000 | AID 743266, 2014; note: potency is the fitted concentration of half-maximal effect; nearly all actives have a fitted effect of over 55% in size; some results filed as inactive show a strong effect at the top dose; inactives centre near -15; many of its hits are not listed in these tables
Target sequence (Q03431 whole entry, looked up): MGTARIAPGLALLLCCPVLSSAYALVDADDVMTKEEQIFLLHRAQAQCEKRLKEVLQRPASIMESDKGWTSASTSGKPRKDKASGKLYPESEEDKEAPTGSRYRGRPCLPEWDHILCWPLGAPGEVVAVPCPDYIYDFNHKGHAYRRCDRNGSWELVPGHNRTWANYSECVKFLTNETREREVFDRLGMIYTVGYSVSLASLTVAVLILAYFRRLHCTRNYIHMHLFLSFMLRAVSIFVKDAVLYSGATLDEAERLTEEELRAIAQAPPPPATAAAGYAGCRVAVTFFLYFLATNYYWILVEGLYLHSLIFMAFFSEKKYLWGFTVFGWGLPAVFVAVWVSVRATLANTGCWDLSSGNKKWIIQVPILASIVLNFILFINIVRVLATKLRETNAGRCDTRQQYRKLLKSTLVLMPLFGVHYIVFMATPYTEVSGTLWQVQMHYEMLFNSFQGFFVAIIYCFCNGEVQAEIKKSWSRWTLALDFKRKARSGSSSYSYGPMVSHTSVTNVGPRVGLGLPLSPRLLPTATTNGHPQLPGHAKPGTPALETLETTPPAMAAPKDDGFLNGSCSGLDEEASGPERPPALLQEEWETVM
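HEK-293-derived GP2 cells expressing PTHR1 and a GloSensor cAMP reporter, 3,000/well, plated overnight, given luciferin plus IBMX (each 0.5 mM as added) for 1 h at 37 °C, then compound for 1 h at 37 °C. Luminescence was read after 15 min at room temperature.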
GLP1R inv ag: qHTS of GLP-1 Receptor Inverse Agonists (Inhibition Mode) | Potency, µM (series often up to 38.3 µM), for the others: at the highest dose activity change, negative = inhibition, actives largely listed as inhibitors | HEK293 GLP-1R CRE-luciferase, luminescence, 24 h; GLP-1R form is constitutively active | hit rate 1.6% among 410,000; note: potency is the fitted concentration of half-maximal effect; % is set by controls: 0 for no effect and ±100 for the full control effect; nearly all actives have a fitted effect of over 55% in size
Target sequence (P43220 whole entry, looked up): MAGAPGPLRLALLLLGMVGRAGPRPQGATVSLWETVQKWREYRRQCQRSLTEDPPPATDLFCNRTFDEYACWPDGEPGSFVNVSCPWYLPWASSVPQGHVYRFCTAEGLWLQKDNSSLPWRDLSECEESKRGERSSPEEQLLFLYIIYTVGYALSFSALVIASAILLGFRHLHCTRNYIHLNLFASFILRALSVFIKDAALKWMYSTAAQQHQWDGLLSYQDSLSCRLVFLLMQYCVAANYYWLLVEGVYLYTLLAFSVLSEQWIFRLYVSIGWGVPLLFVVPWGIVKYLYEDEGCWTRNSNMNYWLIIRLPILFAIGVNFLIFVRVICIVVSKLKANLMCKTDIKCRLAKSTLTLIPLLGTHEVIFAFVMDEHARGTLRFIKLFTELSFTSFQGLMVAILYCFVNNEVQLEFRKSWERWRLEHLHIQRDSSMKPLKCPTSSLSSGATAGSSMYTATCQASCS
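qHTS in 1536-well format: reporter HEK293 cells expressing constitutive GLP-1R activity in DMEM + 10% Nu serum, 24 hr with compounds at 37 deg C, luminescence read after 12 min with detection reagent.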
aSyn rescue: qHTS of alpha-syn Inhibitors; Yeast expressing alpha-synuclein, growth rescue, BacTiter-Glo, 24 h; hit rate 0.14% among 370,000; Potency, µM (series often up to 46.1 µM), inactives show at the top dose growth rescue (activation), usual class: activators; AID 652106, 2013; note: potency is the fitted concentration of half-maximal effect; % of control where 0% means no effect; nearly all actives have a fitted effect of over 65% in size
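Screening used galactose-induced yeast with toxic alpha-synuclein levels, exposed to compound for 24 hr at 30 deg C. Cell growth, read with BacTiter-Glo luminescence, gave the measured signal.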
FUS suppressor: qHTS for Suppressors of FUS Proteinopathy: Primary screen using FUS-linked yeast assay; S. cerevisiae FUS-expressing, growth rescue, OD600, 24 h; Potency, µM (titrated, usually from 76.6 µM), without a hit: top-dose growth rescue (activation), usual class: activators; hit rate 0.24% among 390,000; AID 1347120, 2019;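 note: potency is the fitted concentration of half-maximal effect; plate controls were DMSO vehicle for no effect and reference control for full effect; nearly all actives have a fitted effect of over 55% in size; some results filed as inactive show a strong effect at the top dose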
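FUS-expressing yeast, raffinose-pregrown, induced in 2% galactose minimal medium at OD 0.005; compounds in a dilution series, 24hr at 30C. Growth restoration read as absorbance at 600 nm. CP55940 positive control, DMSO negative.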
GLP1R ag: qHTS of GLP-1 Receptor Agonists; Potency, µM (titrated, usually from 45.6 µM), inactives show at the top dose activation, most hits filed as activators; hit rate 0.007% among 380,000; HEK293 GLP-1R CRE-luciferase, luminescence, 4-6 h; cells express a hypersensitive GLP-1R form; note: potency is the fitted concentration of half-maximal effect; % of control where 0% means no effect
Abeta yeast res: qHTS for compounds that reverse cellular toxicity of Amyloid beta (A-beta) peptide in yeast: Primary Screen | yeast expressing A-beta42, growth rescue, OD600, 48 h; response scale: 0% DMSO, 100% iron-clioquinol control | Potency, µM (top dose mostly 46.1 µM), for inactives: top-dose growth rescue, usual class: activators | hit rate 0.063% among 410,000; note: potency is the fitted concentration of half-maximal effect; nearly all actives have a fitted effect of over 55% in size
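Yeast growth medium received pinned compounds, then yeast cells expressing toxic A-beta were added; plates incubated at 30 C for 48 hr. Growth read as absorbance at 600 nm, normalized to DMSO and equimolar FeCl3 plus clioquinol controls.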
DRD3 antagonist: qHTS of D3 Dopamine Receptor Antagonist: qHTS; hit rate 2.5% among 360,000; D3R cells, DiscoveRx beta-arrestin luminescence, antagonist mode; hits give low values; max response, negative = inhibition, %; D(3) dopamine receptor (Homo sapiens), P35462; in the data active = max response below about -50%; inconclusive = no clear call, values can overlap the other calls; note: % is set by controls: 0 for no effect and ±100 for the full control effect; mostly tested at two doses, the higher about 12 µM
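Cells expressing the human receptor were seeded at 1500 cells/well, incubated overnight at 37 degrees C in 5% CO2, then exposed to library compounds with dopamine controls for 90 minutes at 37 degrees C before luminescent detection.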
Akt phos inh: HTS Assay for Inhibitors of Akt Phophorylation: Primary Screen; AID 651550, 2012; activity change, % for hits at 50 µM; Neuro2A IGF-stimulated pAkt S473 HTRF, 20 min; hits give low values; hit rate 0.32% among 360,000; in the data active = activity change below about -80%; inconclusive = mostly about -51% to -80%; note: % is set by controls: 0 for no effect and ±100 for the full control effect
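Single-point screen (50 µM final compound) in Neuro2A cells stimulated 20 min with 6 nM IGF at 37 deg C. After lysis, Ser473-phosphorylated Akt read by HTRF (ex 330 nm, em 615/665 nm) as the 665/615 ratio.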
* hit, by the source's call; i = inactive; u = inconclusive; x = not tested or not shown; & = joins results of further samples; [ ] = another dose, or the depositor's remark. Unless noted, calls come from the whole dose curve; as a rule, active = well fitted curve in the direction sought with a large enough effect; inconclusive = small, poorly fitted or top-dose-only effect, or another doubt; inactive = no such curve, though single readings can be large; an effect the other way counts as inactive or inconclusive.

SMILES | TDP-43 yeast inh | PTHR1 agonist | GLP1R inv ag | aSyn rescue | FUS suppressor | GLP1R ag | Abeta yeast res | DRD3 antagonist | Akt phos inh
C[C@H]1[C@@H](c2ccccc2)Oc2ccc(Cl)cc2S(=O)(=O)N1Cc1ccc(F)cc1F | 15.0% | i | u | 1.5% | 17.1% | -0.3% | 8.3% | 27.0 | i
CN1OC[C@@H]2CN(C(=O)CCc3ccccc3)[C@H](c3cccc(Oc4ccccc4)c3)C[C@@H]21 | 19.1% | -9.4% | u | -10.7% | 34.6% | -4.4% | -30.5% | -29.2 | i
Cc1ccc2cc(COC(=O)c3cccc([N+](=O)[O-])c3)c(=O)[nH]c2c1 | 8.4% | -58.5%[inhibitor] | 6.2% | -0.4% | 6.8% | 9.1% | -7.7% | 7.0 | i
CCc1c(C)nc2c(-c3ccccc3)c(C)nn2c1Nc1ccc(NC(C)=O)cc1 | -8.3%[1.82 µM] | -16.7% | 10µM* | -5.8% | u | 27.9% | u | 3.8 | i
CC(C)NC(=O)N1CCN(c2ccncc2S(=O)(=O)N2CCCCC2)CC1 | 14.1% | i | 26.9% | 1.6% | 9.9% | 4.8% | 12.3% | -0.8 | i
O=C(N/N=C/c1cccc(C(F)(F)F)c1)c1ccc(O)cc1 | 26.0% | -5.1% | -17.3% | 2.3% | -2.7% | -0.4% | -9.1% | -4.2 | i
CC(C)(C)S(=O)(=O)/C(C#N)=N/Nc1ccc(C#N)cc1 | 8.1%[9.22 µM] | -36.4%[inhibitor] | 8.6%[7.66 µM] | -18.7% | 10.9% | 3.3% | -35.1% | -19.7 | i
Cc1c(C(=O)NC(=S)Nc2ccc(NC(=O)c3cccs3)cc2)oc2ccccc12 | 4.0% | i | 14.4% | -4.4% | -0.5% | -1.2% | 9.6% | 9.4 | i
CCOC(=O)c1c(CN2CCOCC2)n(-c2ccccc2)c2cc(Br)c(OC)cc12 | 15.8µM* | -1.5% | -20.9% | -2.0% | 8.2% | 0.5% | -7.6% | 25.9 | i
O=C(Nc1ccccc1SC(=O)c1ccccc1)c1ccccc1 | u | -26.0% | -24.6% | 17.3% | -8.0% | -0.5% | -67.3%[inhibitor] | 5.6 | i
Cc1ccc(-c2nn(CCC(=O)NC(C)C)c(=O)c3ccccc23)cc1 | -6.0% | i | -8.3% | 0.7% | 10.9% | 11.2% | -7.9% | -1.1 | i
CCOC(=O)c1ccc(N2C(=O)c3n[nH]c(-c4cccs4)c3C2c2ccc(OCC)cc2)cc1 (stereo not given) | 0.1% | -42.2%[inhibitor] | u | x | 28.4% | -9.6% | -14.2% | x | x
COC(=O)c1ccc2nc(C3CCCCC3)c(Cc3ccccc3C(F)(F)F)n2c1 | -12.6% | i | 8.8% | -33.6%[inhibitor] | 32.7% | 1.9% | 0.2% | 25.2 | i
Cc1cc(=O)oc2cc(OCC(=O)NC3(C#N)CCCCC3)c(Cl)cc12 | -2.7% | -1.1% | 107.2%[activator] | 3.1% | 3.3% | 8.2% | -5.1% | 0.9 | i
CCCCN(CC)C(=O)C1CCCN(c2ncnc3onc(C)c23)C1 (stereo not given) | 19.7% | -17.2% | -6.0% | x | -19.5% | x | -12.6% | x | x

Gathered by group: the compounds so far containing fluorine.
SMILES | TDP-43 yeast inh | PTHR1 agonist | GLP1R inv ag | aSyn rescue | FUS suppressor | GLP1R ag | Abeta yeast res | DRD3 antagonist | Akt phos inh
C[C@H]1[C@@H](c2ccccc2)Oc2ccc(Cl)cc2S(=O)(=O)N1Cc1ccc(F)cc1F | 15.0% | i | u | 1.5% | 17.1% | -0.3% | 8.3% | 27.0 | i
O=C(N/N=C/c1cccc(C(F)(F)F)c1)c1ccc(O)cc1 | 26.0% | -5.1% | -17.3% | 2.3% | -2.7% | -0.4% | -9.1% | -4.2 | i
COC(=O)c1ccc2nc(C3CCCCC3)c(Cc3ccccc3C(F)(F)F)n2c1 | -12.6% | i | 8.8% | -33.6%[inhibitor] | 32.7% | 1.9% | 0.2% | 25.2 | i

(more compounds)
SMILES | TDP-43 yeast inh | PTHR1 agonist | GLP1R inv ag | aSyn rescue | FUS suppressor | GLP1R ag | Abeta yeast res | DRD3 antagonist | Akt phos inh
Cc1cccc(C)c1-n1nnnc1C(c1ccnc2ccccc12)N(C)Cc1ccc(Cl)c(Cl)c1 (stereo not given) | 19.4% | -3.6% | 5.2% | -12.8% | -11.2% | 1.1% | -6.0% | 1.1 | i
CC1CCCCC12NC(=O)N(CC(=O)Nc1cccnc1Cl)C2=O (stereo not given) | 5.0% | i | -2.2% | -5.0% | -2.1% | -0.9% | -11.3% | 4.8 | i
Nc1nc(N)c2nc(-c3ccccc3)c(N)nc2n1 | 17.1% | -16.8% | 3.6% | 6.8%&-2.5%&-2.2% | -39.1% | 20.5%&-3.0% | -9.0% | -2.0 | i
COc1ccc(C(=O)C[n+]2ccccc2C)cc1 | -11.3% | 18.4% | 9.9% | -26.5% | x | 2.8% | 10.2% | -3.3 | i
O=C(CC1N=C2c3ccccc3N=C(SCC(=O)Nc3ccc(F)cc3)N2C1=O)NCc1ccco1 (stereo not given) | 22.7% | -69.0%[inhibitor] | -21.1% | x | -1.9% | x | u | x | x
Clc1cccc(CNCCNCc2cccc(Cl)c2)c1 | 17.5%[9.22 µM] | u | 25.3%[7.66 µM] | -0.6% | 5.6% | 33.9% | -1.5% | -22.3 | i
Cc1ccc(CNC(=O)C2CCC(=O)N(CCc3ccc(Cl)cc3)C2)s1 (stereo not given) | -8.8% | -0.2% | u | 3.5% | 25.0% | -2.3% | 3.3% | -14.7 | i
CCC(CC)C(=O)N(C)c1c(C)nc2c(OCc3ccc(C(F)(F)F)cc3)cccn12 | 15.0% | -9.4% | u | 0.9% | 14.7% | 7.9% | 14.0% | -19.4 | i
COc1cc(NC(=O)CC(C)n2ccnc2)cc(OC)c1 (stereo not given) | -20.5% | i | -9.7% | 0.3% | 27.2% | 1.2% | -13.9% | 6.2 | i
Cc1sc(NC(=O)CN2CCN(c3ccccn3)CC2)c(C#N)c1C | 1.2% | 20.3% | -17.8% | -3.3% | 37.4% | 4.7% | 18.0% | 7.7 | i
CC(=O)c1ccc(OCC(O)CN2CCN(S(=O)(=O)c3c(C)c(C)cc(C)c3C)CC2)cc1 (stereo not given) | -10.2% | -44.0%[inhibitor] | u | 4.6% | 25.1% | 12.1% | 9.2% | 8.3 | i
CC(C)c1ccc(NC(=O)c2cc(-c3cc(F)ccc3OCC3CCCO3)n[nH]2)cc1 (stereo not given) | u | i | u | -17.9% | 39.5% | 15.1% | -2.2% | 11.7 | i
Cc1ccc(S(=O)(=O)N[C@H](C(=O)N2CCC(C(=O)N[C@H](C(=O)O)c3ccccc3)CC2)C(C)C)cc1 | -10.1% | -24.5% | -9.1% | -0.8% | -14.2% | -2.2% | -19.1% | -19.2 | i
O=C(Nc1ccccc1N1CCOCC1)c1cc(Cl)c2c(c1)OCO2 | 1.3% | i | 9.3% | -3.7% | x | 2.2% | -7.3% | 36.4 | i
CCCCN(CCCC)C1=C(C(=O)c2ccccc2)N(CC)S(=O)(=O)c2ccccc21 | u | -11.8% | -14.5% | u | 10.9% | -3.6% | u | x | x
Cc1nn(CC(=O)NCC2CCCO2)c(C)c1[N+](=O)[O-] (stereo not given) | 14.7% | -13.9% | 4.0% | -11.3% | 0.7% | 3.5% | -8.9% | 3.0 | i
O=C(O)c1ccccc1C(=O)N(Cc1ccccc1)Cc1ccccc1 | 0.0% | -14.0%[57.5 µM] | 9.8% | 0.7% | 22.2% | -0.2% | 3.9% | 11.3 | i
CO/N=C(\Cn1ncc(N2CCCC2)c(Cl)c1=O)c1ccc(Cl)cc1 | u | -47.0%[inhibitor][57.5 µM] | u | 21.0% | 8.8% | 2.8% | -35.4%[inhibitor] | 0.0 | i
CN(Cc1ccccc1)C(=O)c1cccc(NC(=O)Cc2ccc(NC(=O)C3CCCN(C(=O)C4CCCCC4)C3)cc2)c1 (stereo not given) | 4.1% | -71.7%[inhibitor] | -17.6% | -0.7% | u | -3.0% | -11.2% | -3.1 | i
O=C(C[C@H]1C[C@H]2c3cc(NS(=O)(=O)c4ccc(F)cc4)ccc3O[C@H]2[C@H](CO)O1)NCc1ccncc1 | 1.0% | i | 5.0% | -6.5% | 2.0% | -7.8% | 10.1% | -6.5 | i
CC1CCCN(C(=O)c2cccc(S(=O)(=O)N3CCCc4ccccc43)c2)C1 (stereo not given) | u | i | u | 24.5% | 20.8% | 16.0% | -11.0% | -6.1 | i
O=C(Cc1ccc(OCc2ccccc2)cc1)NCc1ccc2c(c1)OCO2 | 22.6% | i | 9.3% | 0.0% | -10.1% | -1.1% | -5.7% | 9.1 | i
CSc1nnc(CCNS(=O)(=O)c2ccc(Br)cc2)n1C | 8.1% | -20.9% | 11.4% | 4.5% | 10.4% | 5.9% | 2.2% | -1.5 | i
CC(=O)c1cc(C(=O)N2CCc3c([nH]c4ccccc34)C2C2CCCCC2)[nH]n1 (stereo not given) | 23.7% | 1.0% | u | 8.2% | 26.1% | 9.3% | 26.4% | 10.6 | i
COc1ccc(-c2c(C)c3ccc(O)cc3oc2=O)cc1OC | 2.6% | -17.0% | 12.3% | 2.1% | -22.5% | 3.3% | 7.7% | 20.1 | x
CC(C)c1ccc(-c2nc(N3CCOCC3)[nH]c(=O)c2C#N)cc1 | -12.9% | -14.6%[57.5 µM] | 1.4% | 2.1% | -10.2% | -8.5% | 4.2% | -2.7 | i

These rows are one share of the data; count on the stated rates, not on these rows.
